# Bioassay records: PubChem, several laboratories
# M5 PAM = potentiates acetylcholine response at human M5 receptor. P08912. CHO-K1 hM5, Fluo-8 calcium, ACh EC20 PAM; 0% = ACh EC20, 100% = ACh EC100. activation, % at 3 µM. 360,000 compounds, 0.3% hits. AID 624038;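 active = activation above the run cutoff, the mean activation of all test compounds plus 3 SD, cut at about 18% in these data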
#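 Test system: CHO-K1 hM5 cells / Doses: single-point, 3 µM nominal / Times: Post-acetylcholine fluorescence recording 140 s / Technique: Fluo-8 calcium fluorescence / Measure: Max/basal fluorescence ratio as % of EC20–EC100 ACh window / Benchmarks: low control EC20 acetylcholine (0%), high control EC100 acetylcholine (100%) / Replicates: one well per compound, no replicates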
# CHRM1 antagonist = human CHRM1 antagonism; P11229; CHO-K1 hM1, Fluo-8 calcium fluorescence, ACh EC80 antagonist; inhibition, % at 3 µM; 360,000 compounds, 1.3% hits; AID 588852;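 active = percent inhibition above its own plate's cutoff, namely the mean of that plate's compound wells plus 3 SD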;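 also: peak over basal fluorescence ratio during 140 s after agonist addition; 0% = ACh EC80 plus DMSO and 100% = DMSO alone without agonist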
# Target sequence (P11229 whole entry, looked up): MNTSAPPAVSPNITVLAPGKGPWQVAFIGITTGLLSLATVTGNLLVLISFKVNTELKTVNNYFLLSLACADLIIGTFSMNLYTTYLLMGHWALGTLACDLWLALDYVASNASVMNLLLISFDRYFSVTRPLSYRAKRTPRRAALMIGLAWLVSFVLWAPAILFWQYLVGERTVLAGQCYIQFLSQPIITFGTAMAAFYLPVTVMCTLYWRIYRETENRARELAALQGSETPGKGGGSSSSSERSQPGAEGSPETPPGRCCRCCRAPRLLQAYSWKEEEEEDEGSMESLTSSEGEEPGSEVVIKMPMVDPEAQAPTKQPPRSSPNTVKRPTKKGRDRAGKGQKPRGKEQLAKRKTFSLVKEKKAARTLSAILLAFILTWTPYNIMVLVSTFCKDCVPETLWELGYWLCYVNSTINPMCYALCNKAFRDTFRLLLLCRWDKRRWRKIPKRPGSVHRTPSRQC
# CHRM4 agonist = CHRM4 agonism in calcium assay; 360,000 compounds, 0.14% hits; CHO-K1 hM4/Gqi5, Fluo-8 calcium fluorescence; vehicle 0%, full acetylcholine response 100%; P08173; activation, % at 3 µM;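 active = activation above the run mean over all test wells plus 3 SD, cut at about 32% in these data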;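 also: peak over basal fluorescence ratio per well then scaled between controls; 0% = DMSO wells and 100% = acetylcholine at EC100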
# Target sequence (P08173 whole entry, looked up): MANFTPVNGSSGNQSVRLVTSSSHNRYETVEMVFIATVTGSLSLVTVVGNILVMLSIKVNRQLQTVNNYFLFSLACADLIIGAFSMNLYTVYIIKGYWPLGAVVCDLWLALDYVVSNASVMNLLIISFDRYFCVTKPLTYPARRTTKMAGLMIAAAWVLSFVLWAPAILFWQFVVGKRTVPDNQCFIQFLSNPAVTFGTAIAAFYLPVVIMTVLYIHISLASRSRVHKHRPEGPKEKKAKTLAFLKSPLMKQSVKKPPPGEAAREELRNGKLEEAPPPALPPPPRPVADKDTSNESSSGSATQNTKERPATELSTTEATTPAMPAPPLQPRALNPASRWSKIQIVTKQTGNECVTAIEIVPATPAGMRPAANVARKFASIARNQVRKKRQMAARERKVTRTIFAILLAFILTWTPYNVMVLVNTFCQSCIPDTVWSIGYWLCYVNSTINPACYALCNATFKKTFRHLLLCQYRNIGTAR
# CRFR2-BP ag = CRF-BP/CRF-R2 complex agonism; HEK293 CRF-R2/CRF-BP, calcium dye fluorescence (FLIPR); percent of saturating CRF peptide response; activation, % at 13.2 µM; 350,000 compounds, 0.46% hits;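 active = activation of at least 50%, plus an integration ratio under a set limit after plate pattern correction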;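 also: plate controls were neutral control wells without compound for no effect and CRF at EC100 for full effect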
# CHRM4 antagonist = antagonists of human muscarinic M4 receptor (CHRM4); P08173; CHO-hM4 cells, ACh EC80, Fluo-8 calcium fluorescence; inhibition, % at 3 µM; 360,000 compounds, 0.73% hits;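 active = inhibition above its plate's cutoff, the mean inhibition of sample wells plus 3 SD, cut at about 27% in these data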;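 also: 0% = acetylcholine EC80 with DMSO and 100% = DMSO without agonist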
# M4 PAM = potentiates acetylcholine response at human M4 receptor | 360,000 compounds, 0.4% hits | AID 624126 | CHO-K1 hM4/Gqi5, Fluo-8 calcium fluorescence, ACh EC20; 0% = ACh EC20, 100% = maximal ACh | activation, % at 3 µM;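 active = activation above its plate's cutoff, the mean activation of sample wells plus 3 SD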; also: some results filed as inactive read as strong as hits
# CHRM5 antagonist = antagonists of human muscarinic M5 receptor (CHRM5) | P08912 | CHO-hM5 cells, Fluo-8 calcium fluorescence, ACh EC80 | inhibition, % at 3 µM | 360,000 compounds, 0.59% hits;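 active = inhibition above a per-plate cutoff, the mean of that plate's test compounds plus 3 SD, cut at about 27% in these data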;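 also: 0% = acetylcholine EC80 with DMSO and 100% = DMSO without agonist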
# CHRM5 agonist = agonists of human muscarinic M5 receptor (CHRM5); P08912; CHO-K1 hM5 cells, Fluo-8 calcium fluorescence; 0% DMSO wells, 100% maximal acetylcholine response; activation, % at 3 µM; 360,000 compounds, 0.19% hits;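 active = activation above the run's mean over test compounds plus 3 SD, cut at about 23% in these data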;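 also: signal is peak over basal fluorescence ratio across the kinetic read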
# CHRM1 PAM = human CHRM1 positive allosteric modulation; CHO-K1 hM1, Fluo-8 calcium fluorescence, ACh EC20; 0% = ACh EC20, 100% = maximal ACh; activation, % at 3 µM; 360,000 compounds, 0.088% hits; AID 588819; in the data active = activation above about 19%, passing the limit was not always enough
# * hit, by the source's call; . = no result given. No enrichment for hits; any-hit rate near 2.8%.
SMILES,M5 PAM,CHRM1 antagonist,CHRM4 agonist,CRFR2-BP ag,CHRM4 antagonist,M4 PAM,CHRM5 antagonist,CHRM5 agonist,CHRM1 PAM
Cc1cccc(C)c1NC(=S)N/N=C/c1c(Cl)cccc1Cl,5,-7,0,-0.2,0,1,-3,-3,8
O=C1c2c(O)cc(O)cc2O[C@H](c2ccc(O)c(O)c2)[C@H]1O,1,-20,1,-0.7,-4,2,-4,1,3
CCOC(=O)COc1nc(Nc2ccccc2C)nc(N(C)C)n1,5,-7,1,0.1,-1,0,-6,-9,6
CC1(C(=O)Nc2ccc(Cl)c(C(F)(F)F)c2)Cc2c(-c3ccc4c(c3)OCO4)ccnc2O1 (centres undefined),-4,-6,1,.,0,-2,-5,-1,-3
CC(C)C[C@@]12C(=O)N(c3cccc(Cl)c3)C(=O)N1[C@H](c1ccc(Br)cc1)[C@@H]1C(=O)N(C(C)(C)C)C(=O)[C@@H]12,-1,-10,1,0.7,6,3,8,0,8
Cc1ccc(-n2ncc3c(=O)n(CC(=O)NC4CCCCC4)cnc32)cc1C,0,-6,0,0.7,-5,-4,2,2,13
O=C(NCCNCc1ccc(F)cc1)c1ccco1,3,1,0,0.8,5,7,-4,-2,5
CCn1ncc(CNC(=O)CCSc2nc(-c3ccco3)cc(C(F)(F)F)n2)c1C,-2,5,1,16,2,-10,-5,0,0
COc1ccc(NC(=O)CCS(=O)(=O)c2ccc(OC)cc2)cc1,4,-11,1,-1.7,-3,2,-9,-7,7
Cc1ccc(Cl)cc1NC(=O)CCC(=O)Nc1cc(Cl)ccc1C,24*,2,1,-0.7,-3,8,-4,-4,-1
COc1cc(-c2cc(-c3ccccc3)nc(SCC(=O)Nc3nccs3)c2C#N)cc(OC)c1OC,5,2,0,14,7,-4,-7,0,7
Cc1cc(NC(=O)c2ccccc2-c2ccccc2)ccc1Br,-8,3,-2,2.9,-6,6,4,-7,-8
O=Cc1ccc(OCc2cccc(C(F)(F)F)c2)cc1O,-6,-2,1,-0.2,-9,7,-1,-5,2
Cc1ccc(S(=O)(=O)N(C)Cc2cc3cc(C)ccc3[nH]c2=O)cc1,-2,0,0,0.3,3,-1,16,-4,2
CCOC(=O)c1cnn(-c2ccccc2)c1NC(=O)c1ccccc1,0,-4,1,-0.6,-7,12,3,1,2
c1ccc(C[C@H]2CNCCN2CC2CCCCC2)cc1,-2,4,2,-1.2,-7,2,3,4,-1
COc1ccc(NS(=O)(=O)c2ccc3c(c2)CCCN3C(C)=O)cc1,-6,-2,4,2.3,-5,-1,-1,2,2
O=S(=O)(Nc1nc2ccccc2nc1Cl)c1ccc(F)cc1,0,-8,1,-4.5,-1,6,12,0,6
COCCN(CCOC)S(=O)(=O)c1ccc(C(=O)Nc2ccc(S(=O)(=O)Nc3nccc(C)n3)cc2)cc1,-10,-2,10,-1.3,-3,-3,1,-1,-1
CCN1/C(=C2\C(=O)N(c3ccccc3)N=C2C)C=Cc2cc(C)ccc21,-18,11,14,-2.0,5,-9,12,39*,-14
O=C(CCNC(=O)C1CCN(S(=O)(=O)c2ccc(F)cc2)CC1)NCc1ccc(F)cc1,3,-10,0,-0.8,4,-1,3,-3,6
CN(C(=O)COC(=O)c1ccc(F)c(S(=O)(=O)N2CCOCC2)c1)C1CCS(=O)(=O)C1 (centres undefined),1,-5,2,-0.1,3,3,-1,-1,7
COC(=O)c1ccc(NC(=O)CSCc2ccccc2C)cc1,-5,0,4,-1.1,-4,-5,0,1,1
CCN(C(C)=O)c1nc(CSc2nnc(NC(C)C)s2)cs1,-7,-4,1,0.3,7,-4,2,1,-6
Cc1c(CN2CCCC(CO)(Cc3cccc(Cl)c3)C2)cnn1C (centres undefined),3,15,0,-2.3,-1,-12,3,-15,-12
O=C(O)c1cc([N+](=O)[O-])ccc1NCc1ccccn1,6,3,1,-0.3,3,0,7,3,2
COc1ccccc1C(=O)CSc1n[nH]c(N)n1,0,1,0,-0.8,-3,6,-4,1,6
O=C(/C=C/Nc1ccccc1)c1ccc(Oc2ncccn2)cc1,5,5,2,1.0,8,2,-1,2,3
Oc1ccc(C2Nc3cccc4cccc(c34)N2)cc1,-1,-9,0,0.6,11,-1,8,0,8
O=C(O)c1ccccc1C(=O)Nc1ccccn1,-2,7,0,1.1,10,7,-3,0,-3

# Record cards (already shown). Screens in order: M5 PAM, CHRM1 antagonist, CHRM4 agonist, CRFR2-BP ag, CHRM4 antagonist, M4 PAM, CHRM5 antagonist, CHRM5 agonist, CHRM1 PAM
# Record of CCN(C(C)=O)c1nc(CSc2nnc(NC(C)C)s2)cs1 : -7, -4, 1, 0.3, 7, -4, 2, 1, -6
# Record of CN(C(=O)COC(=O)c1ccc(F)c(S(=O)(=O)N2CCOCC2)c1)C1CCS(=O)(=O)C1 (centres undefined) : 1, -5, 2, -0.1, 3, 3, -1, -1, 7
# Record of O=C(O)c1ccccc1C(=O)Nc1ccccn1 : -2, 7, 0, 1.1, 10, 7, -3, 0, -3

# The list continues.
SMILES,M5 PAM,CHRM1 antagonist,CHRM4 agonist,CRFR2-BP ag,CHRM4 antagonist,M4 PAM,CHRM5 antagonist,CHRM5 agonist,CHRM1 PAM
COc1ccc(OCc2cccc(C(=O)Nc3cc(C)on3)c2)cc1,-5,-7,2,1.7,-17,7,-4,-5,0
CCC1S/C(=N/S(=O)(=O)c2ccc(N)cc2)NC1=O (centres undefined),-12,-4,1,-2.9,-7,4,18,6,2
NC(=S)N/N=C/c1coc2cc(Br)ccc2c1=O,0,-10,1,-0.2,-1,-5,6,5,9
O=C(NCc1ccco1)C(c1ccc(F)cc1)N(CC1CCCO1)C(=O)Cn1nnc2ccccc21 (centres undefined),-3,-20,1,-0.6,-7,6,2,0,1
CCOc1ccc(-c2nnc(-c3ccccc3)o2)cc1,-6,2,-1,0.0,-16,9,2,-2,2
Cc1cc(C)cc(-n2nnc(C(=O)NCc3ccccc3)c2N)c1,-5,-1,1,0.5,0,-5,0,-1,9
Nc1c(Cl)ncnc1N/N=C/c1ccncc1,9,-9,0,-0.3,3,-3,1,4,8
COc1ccccc1OCC#CCn1ccnc1,4,7,1,-0.6,0,-2,7,-10,-2
CCOc1ccccc1C(=O)N(C)Cc1cc2ccccc2[nH]c1=O,1,-30,2,-0.6,-3,0,-9,-1,0
O=C(NCCc1ccc(C(F)(F)F)cc1)C1CC(=O)N(c2ccc3c(c2)OCCO3)C1 (centres undefined),-2,-15,4,0.7,-15,9,0,2,16
CCOC(=O)c1ccccc1NC(=O)C1CC(=O)N(C2CCCC2)C1 (centres undefined),0,0,2,0.9,10,5,8,-1,5
Cc1nc2ccc(C(=O)NCCCN3CCCC3=O)cn2c1N(C)C(=O)CCc1ccccc1,-4,-3,0,.,10,0,6,-1,0
O=[N+]([O-])c1ccccc1S(=O)(=O)N1CCN(CC2CC=CCC2)CC1 (centres undefined),1,0,1,0.4,8,2,-10,-2,7
CC1CC(C)(C)NC(=S)N1CC(=O)NCc1ccc2c(c1)OCO2 (centres undefined),4,-7,0,1.6,5,-3,11,-1,5
COC1(c2ccccc2)NC(=S)NN=C1c1ccccc1 (centres undefined),-3,-6,0,-0.7,0,6,4,-1,4

# Entries from the list above with bromine:
SMILES,M5 PAM,CHRM1 antagonist,CHRM4 agonist,CRFR2-BP ag,CHRM4 antagonist,M4 PAM,CHRM5 antagonist,CHRM5 agonist,CHRM1 PAM
CC(C)C[C@@]12C(=O)N(c3cccc(Cl)c3)C(=O)N1[C@H](c1ccc(Br)cc1)[C@@H]1C(=O)N(C(C)(C)C)C(=O)[C@@H]12,-1,-10,1,0.7,6,3,8,0,8
Cc1cc(NC(=O)c2ccccc2-c2ccccc2)ccc1Br,-8,3,-2,2.9,-6,6,4,-7,-8
NC(=S)N/N=C/c1coc2cc(Br)ccc2c1=O,0,-10,1,-0.2,-1,-5,6,5,9

# Carrying on.
SMILES,M5 PAM,CHRM1 antagonist,CHRM4 agonist,CRFR2-BP ag,CHRM4 antagonist,M4 PAM,CHRM5 antagonist,CHRM5 agonist,CHRM1 PAM
CCN(CC)C(=O)c1nc[nH]c1C(=O)O[C@@H](C)c1ccccc1,3,3,1,2.5,8,1,5,-3,2
CC(=O)Nc1ccc(S(=O)(=O)N2CCc3ccccc3C2)cc1,-4,-5,3,-0.7,3,-3,5,2,5
O=C(COC(=O)CC1CC2CCC1C2)NC(=O)NC1CCCC1 (centres undefined),7,-9,-1,-0.8,5,0,-5,-1,11
CS(=O)(=O)N1CCN(c2ccccc2NC(=S)NC(=O)c2cccs2)CC1,-6,-3,5,9.5,-3,7,3,-1,10
CC(C)OP(C)(=O)CN1CCN(CP(C)(=O)OC(C)C)CC1 (centres undefined),-4,-8,1,-1.2,-3,13,8,1,5
O=C(Cn1cc([N+](=O)[O-])cn1)Nc1ccn(Cc2c(F)c(F)cc(F)c2F)n1,-5,-2,2,-3.1,8,3,10,4,4
CCC(CC(C)(C)O)C(=O)NNC(=S)Nc1ccccc1 (centres undefined),-5,2,0,-0.6,-6,5,5,-2,4
Cc1cccc(NC(=O)c2cc(-c3ccc(C)s3)nc3ccccc23)n1,-18,23*,9,-2.2,16,-12,19,-1,-12
Clc1ccc(-c2cc(CSc3cccc(Cl)c3)on2)cc1,-9,-1,1,3.0,0,2,3,-6,-8
Cc1cccc(NC(=O)CSc2nnc([C@@H](N)Cc3ccccc3)o2)c1C,4,-12,0,-0.9,2,15,-2,-2,11
C/C(=N\NC(=O)c1cccc(S(=O)(=O)N2CCCCC2)c1)c1ccc(C)o1,-14,-7,14,1.6,-16,6,9,0,0
Cc1cc(=O)[nH]c(NN=C2CCCCC2C)n1 (centres undefined),0,-11,0,3.2,5,-2,-1,0,8
c1ccc(C2=NCCCO2)cc1,0,-17,0,-2.4,-7,2,1,0,9
CCCN(C(=O)c1ccc(N2CCCC2=O)cc1)C1CCS(=O)(=O)C1 (centres undefined),7,-17,1,0.3,-7,8,6,5,14
CCOC(=O)C1(CCOc2ccccc2)CCN(Cc2ccc(C(=O)OC)cc2)CC1,-10,42*,2,0.3,6,-12,5,-18,-23
COc1ccc(CC(=O)NNC(=O)c2ccc(Br)s2)cc1OC,5,-11,3,-1.7,-2,15,-3,2,5
CCCCCC(=O)Nc1nc(C)c(-c2csc(Nc3ccccc3OC)n2)s1,-6,1,0,-1.1,7,4,-1,-2,1
CCN(CC)C(=O)Cn1cc(C(=O)C(=O)NCCc2c[nH]c3ccccc23)c2ccccc21,-3,-3,11,1.2,2,-5,5,-4,3
O=C(NCC(c1ccco1)N1CCOCC1)C1CCCCC1 (centres undefined),0,-5,0,-1.0,-7,4,2,1,8
CCn1cnc2c1c(=O)n(Cc1csc(-c3ccccc3)n1)c(=O)n2Cc1ccccc1,-10,-5,3,0.3,2,-4,7,-8,4
OCCN1CCN(c2ncnc3c2ncn3[C@H]2CN(Cc3ccc4c(c3)OCO4)C[C@@H](CO)O2)CC1,5,-5,1,.,-5,5,9,4,9
CCOC(CNC(=O)C(=O)NCC(c1ccco1)N1CCN(c2ccc(OC)cc2)CC1)OCC (centres undefined),8,-7,1,-0.4,-9,4,-22,0,5
Cc1ccc(NCc2ccccc2)cc1,-2,-12,0,-2.5,-8,9,7,0,10
C=CCC(Nc1ccco1)c1ccccc1 (centres undefined),-1,4,0,1.0,-4,7,-5,-2,2
COc1ccccc1-c1cn[nH]c1-c1ccc(O)cc1O,-4,-2,5,-4.0,-4,-2,4,-1,0
COc1ccc(NC(=O)c2ccc(C)o2)c([N+](=O)[O-])c1,-1,0,1,-2.7,1,15,4,-2,5
